Assay outcomes from PubChem.
PKM2 activator = activators of human pyruvate kinase M2 | Potency, µM (highest dose often 57.5 µM), without a hit: at the highest dose activation, most hits filed as activators | hit rate 0.34% among 260,000 | purified PKM2, Kinase-Glo ATP luminescence, activation; response scale: 0% is enzyme alone, no compound | P14618; note: potency is the fitted concentration of half-maximal effect; nearly all actives have a fitted effect of over 55% in size
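Purified hPK-M2 (>95%) run at intermediate activity with 0.1 mM ADP and 0.5 mM PEP in 50 mM imidazole pH 7.2, KCl, MgCl2; 1 h room temperature. ATP formed read by Kinase-Glo luminescence; normalized to uninhibited and no-enzyme controls.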
B2AR arrestin = agonists driving beta-arrestin recruitment to human beta2-adrenergic receptor | P07550 | beta-arrestin recruitment to beta2AR, cell-based reporter | Potency, µM (top dose mostly 46.1 µM), for the others: at the top dose activation, most hits filed as activators | hit rate 0.02% among 330,000 | AID 492947;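 note: potency is the fitted concentration of half-maximal effect; 0% = DMSO controls and full agonism = EC100 isoproterenol or metaproterenol; nearly all actives have a fitted effect of over 65% in size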
GALK inhibitor = inhibitors of human galactokinase; P51570; Purified GALK, Kinase-Glo residual ATP luminescence; Potency, µM (top dose mostly 57.5 µM), for the others: top-dose activity change, negative = inhibition, hits mostly inhibitors; hit rate 0.007% among 270,000; note: potency is the fitted concentration of half-maximal effect
Target sequence (P51570 whole entry, looked up): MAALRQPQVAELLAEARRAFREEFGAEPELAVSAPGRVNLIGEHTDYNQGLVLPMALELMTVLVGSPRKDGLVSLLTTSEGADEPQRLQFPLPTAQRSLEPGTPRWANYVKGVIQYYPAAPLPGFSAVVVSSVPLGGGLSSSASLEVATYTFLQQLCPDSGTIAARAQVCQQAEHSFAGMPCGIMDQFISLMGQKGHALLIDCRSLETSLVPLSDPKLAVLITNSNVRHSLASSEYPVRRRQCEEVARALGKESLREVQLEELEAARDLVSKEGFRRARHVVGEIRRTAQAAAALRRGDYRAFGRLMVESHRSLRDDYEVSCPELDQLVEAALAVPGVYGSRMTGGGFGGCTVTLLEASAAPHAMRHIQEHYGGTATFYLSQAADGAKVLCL
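ATP-depletion format; final 35 uM ATP, 100 uM D-galactose, 5 nM enzyme; pH 8.0 HEPES/Mg2+ buffer; 60 min RT; luminescence read 10 min after detection reagent.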
FBPA coupling cs = coupling enzyme interference in Giardia aldolase counter-screen | AID 2472 | coupling enzyme system counterscreen, AmpLite Red fluorescence | activity change, negative = inhibition, % at 58.2 µM, hits read low | hit rate 0.67% among 290,000; in the data active = activity change below about -30%
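Counterscreen lacking aldolase: glyceraldehyde-3-phosphate coupling-enzyme reagent preincubated 10 min at RT with compound (at 57.5 uM final), then substrate/coupling system with AmpLite Red added; fluorescence read at 525/598 nm after 20 min RT.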
Giardia killer = kills Giardia lamblia. Giardia lamblia trophozoite viability. hit rate 0.15% among 340,000. AID 540267. activity change, % at 7.66 µM, hits read low; in the data active = activity change below about -80%; inconclusive = between about -30% and that limit;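 note: parasites exposed to compound for two days anaerobically before the ATP read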
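Luminescent ATP signal served as the viability read-out, measured 15-30 min after adding ATP detection reagent to trophozoites that had been incubated with compounds for 48 hrs at 37 deg C anaerobically at 100 cells/well.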
uPA generation = blocks generation of uPA at the cell surface; hit rate 0.31% among 330,000; cell surface uPA generation assay, qHTS; Potency, µM (titrated, usually from 38.3 µM), without a hit: top-dose activity change, negative = inhibition, most hits filed as inhibitors; AID 540303; active = well fitted inhibition curve with a large enough effect; inconclusive = small, poorly fitted or top-dose-only effect; inactive = no such curve, though single readings can be large or run the other way; tested in mouse RAW 264.7 cells; note: potency is the fitted concentration of half-maximal effect; nearly all actives have a fitted effect of over 55% in size
Eya2 inh = Eya2 (human) phosphatase inhibition; Potency, µM (top dose mostly 76.9 µM), inactives show at the top dose activity, negative = inhibition, actives largely listed as inhibitors; recombinant Eya2, OMFP fluorescence dephosphorylation (OMFP is methylfluorescein phosphate); O00167; AID 488837; hit rate 0.006% among 330,000; note: potency is the fitted concentration of half-maximal effect
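Eya2 protein (added as 0.2 uM solution) was preincubated with compound for 10 min at ambient temperature in 50 mM HEPES pH 7.5, 50 mM NaCl, 5 uM MgCl2, 0.05% BSA, 1 mM DTT. OMFP (added at 50 uM) then reacted 10 min; fluorescence read at 485/525 nm.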
BCR signal inh = blocks chronic active B-cell receptor signaling; ABC-DLBCL IkBa-CBG/CBR reporter, luminescence ratio, 4 h; Potency, µM (top dose mostly 46.1 µM), for the others: at the highest dose ratio change, negative = lower green/red ratio, actives largely listed as inhibitors; hit rate 0.05% among 340,000; AID 493014; active = well fitted inhibition curve with a large enough effect in the signal ratio, with a control signal flat, not every such curve was filed as active; inconclusive = small, poorly fitted or top-dose-only effect, or effect the other way, or a change in a side signal; the % refers to the signal ratio;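 note: potency is the fitted concentration of half-maximal effect; plate controls were basal doxycycline-induced cells for no effect and cells given 10 µM MG132 for full effect; MG132 reads +100%, hits lower the ratio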
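Concentration-response series (up to 46 uM) were applied to TMD8 dual-reporter cells for 4 h at 37C with doxycycline. Green/red ratio, after filter-overlap correction, defined %Activity; red signal alone was normalised to basal cells and zero luminescence.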
hERG WT inh = inhibitors of human wildtype KCNH2 potassium channel; Q12809; U2OS, BacMam KCNH2, thallium flux FluxOr; active compounds read low; activity change, % at 1.84 µM; hit rate 0.37% among 340,000; AID 720551;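 active = maximum activity change below -70%; inconclusive = maximum activity change between -70% and -50%; inactive = maximum activity change above -50%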
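U2OS cells were transduced with wild-type KCNH2 virus (2.03 x 10^8 / mL) for 4 h at room temperature, then cultured overnight at 37 C. Thallium flux was read with FluxOr dye. Rate constants were normalized to DMSO controls.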
USP2a block = blocks human ubiquitin-specific protease USP2a; O75604; Potency, µM (titrated, usually from 38.3 µM), for inactives: top-dose activity change, negative = inhibition, actives largely listed as inhibitors; hit rate 0.01% among 330,000; USP2 core, Ub-CHOP2 coupled fluorogenic reporter, 485/531;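 note: potency is the fitted concentration of half-maximal effect; plate controls were DMSO wells for no effect and full inhibition by NEM control for full effect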
Target sequence (O75604 whole entry, looked up): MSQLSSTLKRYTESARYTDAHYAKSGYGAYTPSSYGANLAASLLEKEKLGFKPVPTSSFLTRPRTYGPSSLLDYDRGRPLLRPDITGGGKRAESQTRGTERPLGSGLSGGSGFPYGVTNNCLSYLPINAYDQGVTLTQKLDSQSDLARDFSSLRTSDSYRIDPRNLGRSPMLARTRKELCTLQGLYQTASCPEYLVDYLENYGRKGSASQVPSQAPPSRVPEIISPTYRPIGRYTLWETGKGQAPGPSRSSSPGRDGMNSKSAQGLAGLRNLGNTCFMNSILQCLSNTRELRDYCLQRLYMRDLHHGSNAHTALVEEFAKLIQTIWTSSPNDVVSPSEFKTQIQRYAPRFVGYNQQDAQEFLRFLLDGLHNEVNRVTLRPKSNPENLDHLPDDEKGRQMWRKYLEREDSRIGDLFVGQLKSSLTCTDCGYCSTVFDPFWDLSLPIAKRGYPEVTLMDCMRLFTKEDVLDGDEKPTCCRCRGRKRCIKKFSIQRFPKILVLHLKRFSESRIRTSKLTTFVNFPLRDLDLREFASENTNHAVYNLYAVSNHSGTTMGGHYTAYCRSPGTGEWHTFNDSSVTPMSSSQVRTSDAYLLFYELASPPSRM
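Cell-free coupled assay: 10nM USP2 core preincubated 30min RT with compound in Tris-HCl pH 8.0/CaCl2/CHAPS buffer, then 25nM Ub-CHOP2 and 25nM reporter substrate; fluorescence (Ex 485/Em 531) read after 60min RT, normalized to NEM inhibition, concentration-response curves fitted.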
KCNH2 3.1 block = inhibitors of human KCNH2 3.1 potassium channel isoform. AID 720553. activity change, % (tested at about 1.8 µM). hit rate 0.95% among 340,000. U2OS KCNH2 3.1, thallium flux FluxOr; active compounds read low;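 active = maximum activity change below -70%; inconclusive = maximum activity change from -70% to -50%; inactive = maximum activity change above -50%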;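 note: thallium influx rate constant from kinetic fluorescence after stimulation buffer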
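Virally transduced U2OS (3.1 isoform, 4 h infection in dark at RT) → overnight 37 C → FluxOr + Red40 in HBSS/HEPES, 45 min → stimulation buffer, 2 min kinetic read → rate constant vs DMSO controls.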
An asterisk follows results filed as active; i = inactive; ? = inconclusive; . = not tested or not shown; & = joins results of further samples; [ ] = remark or other dose. Unless noted, calls come from the whole dose curve; as a rule, active = well fitted curve in the direction sought with a large enough effect; inconclusive = small, poorly fitted or top-dose-only effect, or another doubt; inactive = no such curve, though single readings can be large; an effect the other way counts as inactive or inconclusive. Unless noted, % is set by controls: 0 for no effect and ±100 for the full control effect.

SMILES | PKM2 activator | B2AR arrestin | GALK inhibitor | FBPA coupling cs | Giardia killer | uPA generation | Eya2 inh | BCR signal inh | hERG WT inh | USP2a block | KCNH2 3.1 block
CC[C@H](C)[C@H](NC(N)=O)C(=O)NCCc1ccc(Cl)cc1Cl | -5% | 0.1% | 5% | 0 | -24 | -3% | -3% | 4% | 0 | -13% | 13
COc1ccc2c(c1)Cc1sc(NC(=O)c3cccs3)nc1-2 | -9% | 0.0% | 2% | -35* | -3 | -10% | ? | ? | -8 | -1% | 3
CC(C)/C=C/C(=O)N1CCC(N2CCC(C(=O)NCc3ccccn3)CC2)CC1 | . | 0.1% | -8% | . | -9 | 7% | 1% | 4% | 11 | 1% | -12
COc1cccc(N(C(=O)Cn2nnc(-c3ccc(F)cc3)n2)C(C(=O)NCC2CCCO2)c2ccc(Cl)cc2)c1 (configuration not stated) | 1% | 0.2% | 7% | 2 | 12 | -2% | 8% | -3% | 3 | 4% | -4
Cn1cc(C(=O)C(=O)NC2CCCCC2)c2ccccc21 | 13% | 0.5% | -1% | . | 1 | 5% | 3% | ? | 10 | -9% | -4
CCOC(=O)Cc1csc(NC(=O)CSc2nc(-c3ccccc3)c(C#N)c(=O)[nH]2)n1 | ? | -0.1% | 10% | 15 | 34[activator] | 2% | 14% | 7% | i | 0% | 8
CCOc1ccc(-c2nnc(N3CCCCC3)c3ccccc23)cc1 | 13% | -0.6% | 3% | 5 | 6 | -5% | -8% | -1% | -16 | 0% | 1
CC(=O)NCCc1ccc(C(=O)CSc2nnc(C3CC3)n2C2CC2)cc1 | . | -1.0% | . | . | -24 | 9% | 10% | 3% | -5 | 1% | -10
CC1CCCC(C)N1CCCNC(=O)Cn1ncc2c3ccccc3n(C)c2c1=O (configuration not stated) | . | 0.1% | 8% | . | 1 | 4% | -2% | -12% | 0 | 3% | -1
C=CCN1C=C2C(=O)C(C)(OC(=O)c3cccs3)C(=O)C=C2C=C1CCCC(=O)OC (configuration not stated) | -1%[11.5 µM] | 0.0% | -2% | -7&-16 | 0 | 2% | -5% | 5% | -10 | 11% | -7
COCCN(C(=O)c1snc(C(N)=O)c1N)C(C(=O)NC1CCCC1)c1cc(OC)c(OC)c(OC)c1 (configuration not stated) | -4% | 0.3% | 5% | 0 | 15 | -1% | 8% | 1% | -12 | 0% | -2
O=C(NCC1CCCN1S(=O)(=O)c1cccs1)c1ccc(F)cc1 (configuration not stated) | . | -0.3% | . | . | 7 | -2% | 13% | 4% | -9 | 5% | -1
CN(CCC1CCOCC1)C(=O)CC1C(=O)NCCN1Cc1cccc(F)c1 (configuration not stated) | -6% | 0.3% | 1% | . | -4 | -2% | -2% | -2% | -11 | 2% | 9
CCOC(=O)C1=C(COC(=O)/C=C/c2ccc(OC)c(OC)c2)NC(=O)NC1C (configuration not stated) | . | -0.7% | . | . | -11 | -1% | 0% | -9% | -9 | 1% | -7
C=CCOc1ccc(/C=C/C(=O)Nc2ccc(C(=O)NC)cc2)cc1 | 0% | 5.0% | . | 0 | 4 | -16% | -4% | ? | -25 | -1% | 10
Cc1cc(C(=O)Nc2c(C)nn(Cc3ccccc3)c2C)on1 | 4% | 0.4% | 1% | 2 | -19 | 8% | 8% | ? | 18 | -1% | 0
O=C(NCCCN1CCCCC1)C1CCN(c2ncnc3c2nc2n3CCCCC2)CC1 | 6%[0.46 µM] | -0.7% | 1% | 0 | -7 | 2% | 9% | ? | 1 | 0% | 21
COc1ccc(C2CC(c3ccccc3OC(C)=O)=NN2C(=O)/C=C/c2ccccc2)cc1OC (configuration not stated) | 4% | 6.7% | . | 0 | -8 | -7% | 1% | -1% | -4 | -1% | -7
O=C(NCc1ccccc1)NS(=O)(=O)c1ccccc1Cl | -11% | -0.1% | 0% | 3 | -10 | . | -5% | -8% | 7 | -7% | -9
Cc1ccccc1Nc1c(-c2ccccn2)nc2ccccn12 | -2% | 0.0% | 0% | -13 | 11 | ? | -11% | ? | -8 | 0% | -5
CSc1ccc(Cl)c(C(=O)NNC(=O)c2cccs2)c1 | . | -0.3% | . | . | 8 | 0% | 3% | 0% | -5 | 1% | -7
Cc1[nH]c2ccccc2c1C(=O)/C=C/c1ccccc1 | 7% | -0.7% | 1% | -1 | -1 | -15% | 0% | ? | -4 | -5% | -14
O=C(CSC1=NCCS1)Nc1nc2ccccc2s1 | 3% | -0.6% | -4% | -3 | -5 | -26% | 4% | ? | 5 | 0% | -1
CCOc1ccc(OCc2cccc(C(=O)N(CC)CC)c2)cc1 | -2% | 0.2% | 13% | -1 | -10 | -5% | -2% | ? | -10 | -1% | -4
CCc1cc(C(=O)Cc2nc3ccccc3[nH]2)c(O)cc1O | 0% | 0.0% | 5% | 1 | -11 | -6% | 21% | 5% | -4 | 0% | -5

More records.
SMILES | PKM2 activator | B2AR arrestin | GALK inhibitor | FBPA coupling cs | Giardia killer | uPA generation | Eya2 inh | BCR signal inh | hERG WT inh | USP2a block | KCNH2 3.1 block
CCOc1ccc(NC(=O)Nc2cc(C)on2)cc1 | -11% | 0.0% | -2% | -1 | 18 | . | 3% | 11% | 7 | -1% | 0
CCCCOC(=O)CSC1=C(C#N)C(c2ccccc2OCC)C(C#N)C(=O)N1 (configuration not stated) | -4% | -3.3% | -3% | 9 | -14 | 14% | 17% | 5% | -13 | 0% | -5
CS(=O)(=O)N(CC(=O)N1CCN(Cc2ccccc2)CC1)c1cccc(F)c1 | 1% | 3.2% | 0% | 2 | 20 | 0% | 0% | 1% | 2 | -2% | 6
Cn1c(-c2ccccc2)cnc1NCc1cc2c(cc1[N+](=O)[O-])OCO2 | -2% | 0.3% | 1% | 1 | 13 | -7% | 1% | ? | 2 | 1% | 2
Clc1cccc(Cc2nn[nH]n2)c1 | -2% | -0.5% | 1% | 4 | 8 | 1% | -9% | -9% | -4 | -1% | -1
c1ccc(CC(Nc2ccccn2)c2ccccc2)cc1 (configuration not stated) | 26% | -0.2% | -1% | 9 | 26 | 4% | -20% | -2% | 1 | -1% | -9
COc1ccc(C2c3[nH]c4ccccc4c3C[C@H]3C(=O)N(CC(C)C)CC(=O)N23)c(OC)c1 (some centres not stated) | . | 0.3% | . | 0 | 3 | -1% | -18% | -2% | -8 | 0% | -3
Nc1nc(Nc2ccccc2Br)nc(C(F)(F)F)n1 | -1% | -0.4% | 1% | 1 | -2 | -16% | 14% | -10% | -15 | 1% | -38
Cn1cnnc1SCc1ccc(C(=O)n2ncc(C#N)c2N)cc1 | 9% | 0.2% | -4% | -3 | 24 | 2% | -9% | 10% | 2 | -1% | -6
COc1ccc(OC)c(S(=O)(=O)NC(C)(C)C)c1 | 6% | -0.2% | -3% | -1 | -21 | -9% | 4% | ? | -12 | 0% | 0
O=C(c1ccc(N2CCCC2=O)cc1)N1CCN(c2ccccc2Cl)CC1 | . | -0.4% | . | . | 1 | -1% | 6% | 0% | 15 | -2% | -4
CC1CCC(NC(=O)C2CCN(S(=O)(=O)c3ccc4nc5c(c(C(=O)O)c4c3)CC(C)CC5)CC2)CC1 (configuration not stated) | 4% | -0.2% | 0% | 3 | -7 | 5% | -4% | 7% | . | 6% | -5
N#CCC(=O)Nc1ccc(C(=O)OCC(=O)Nc2cccc(C(F)(F)F)c2)cc1 | 1% | -0.8% | -2% | 0 | 0 | 2% | 10% | ? | 3 | -2% | -7
N=c1n(CCN2CCCCC2)c2ccccc2n1CC(O)c1ccco1 (configuration not stated) | -3% | 3.9% | 4% | 1 | 12 | 2% | -6% | ? | 5 | 0% | ?
CCSC1=N/C(=C\c2ccc(C)s2)C(=O)S1 | -5% | 0.1% | 0% | 0 | 14 | 2% | -2% | ? | 10 | 0% | -13
Cc1ccc(S(=O)(=O)N2CCN(c3ccc([N+](=O)[O-])c(Sc4nncn4C)c3)CC2)cc1 | 0.2µM* | -0.2% | -1% | 1 | 12 | -9% | -2% | -9% | 1 | 5% | -12
O=C(Nc1ccccc1Cc1ccccc1)c1ccncc1 | 1% | 0.2% | -1% | . | 4 | 1% | 2% | 2% | -5 | 0% | 3
CC1Cc2ccccc2N1C(=O)CSc1nnc(C2CC2)n1C (configuration not stated) | -1% | -1.1% | 0% | 0 | -5 | 0% | 0% | -13% | -4 | -7% | -2
COCCCNC(=O)c1c[nH]c2ccc(S(=O)(=O)N3CCC4(CC3)OCCO4)cc2c1=O | 1% | -0.3% | 5% | 2 | -8 | 3% | -20% | 2% | -5 | 1% | -2

Compounds as they come; 2.4% or so of the library scored in one or more.
